Tau fluor counter: counter-screen for tau fibril formation inhibitors. tau K18 P301L (four-repeat tau fragment) Alexa594 fluorescence, heparin fibrillization. Potency, µM (doses to about 57.7 µM), for inactives: at the highest dose activity change, negative = decrease. actives 0.93% (n = 280,000). AID 1463; note: % is set by controls: 0 for no effect and ±100 for the full control effect; nearly all actives have a fitted effect of over 55% in size
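Human K18 P301L tau (15 uM unlabeled plus 0.24 uM Alexa 594-labeled, final) in 100 mM sodium acetate pH 7 was mixed with compound and 20 uM heparin and incubated 6 hr at 37 C.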
NPSR antagonist: antagonists of human neuropeptide S receptor cAMP signaling | Q6W5P4 | CHO-NPSR cells, cAMP TR-FRET, antagonist mode | Potency, µM (doses to about 38.3 µM), for the others: at the top dose activity change, negative = inhibition, usual class: inhibitors | actives 1% (n = 220,000) | AID 1461; note: % is set by controls: 0 for no effect and ±100 for the full control effect; nearly all actives have a fitted effect of over 50% in size; many of its hits are not listed in these tables
Target sequence (Q6W5P4 whole entry, looked up): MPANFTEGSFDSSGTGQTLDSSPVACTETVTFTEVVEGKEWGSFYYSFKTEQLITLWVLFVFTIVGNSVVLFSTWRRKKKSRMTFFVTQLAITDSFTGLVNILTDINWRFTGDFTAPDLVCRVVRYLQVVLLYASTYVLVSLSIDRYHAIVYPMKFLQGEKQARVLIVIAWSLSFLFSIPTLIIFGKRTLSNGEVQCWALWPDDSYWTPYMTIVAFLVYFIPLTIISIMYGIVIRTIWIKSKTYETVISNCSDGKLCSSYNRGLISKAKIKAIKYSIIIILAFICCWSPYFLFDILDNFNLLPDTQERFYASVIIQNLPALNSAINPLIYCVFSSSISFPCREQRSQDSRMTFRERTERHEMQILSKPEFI
aGlu spleen mod: inhibitors or activators of human alpha-glucosidase in spleen homogenate; P10253; human spleen homogenate, 4-MU-alpha-glucoside fluorescence; Potency, µM (series often up to 79.9 µM), for inactives: at the highest dose activity change, negative = inhibition, usual class: inhibitors; actives 0.006% (n = 240,000);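 note: 0% = enzyme with vehicle and -100% = no enzyme basal signal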
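Human spleen homogenate (1 ug) incubated with compounds and 1 mM 4-methylumbelliferyl-alpha-D-glucopyranoside in pH 5.0 citrate/phosphate buffer, 37 C, 40 min. Stopped at pH 10; 4-MU fluorescence (Ex 365/Em 440 nm); AC50 by Hill fit.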
aGal spleen mod: inhibitors or activators of human alpha-galactosidase in spleen homogenate; P06280; human spleen homogenate, 4MU-alpha-Gal fluorescence, 40 min; Potency, µM (titrated, usually from 80 µM), inactives show at the top dose activity change, negative = inhibition, most hits filed as inhibitors; actives 0.008% (n = 240,000); AID 2107;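 note: 0% = enzyme with vehicle and -100% = no enzyme basal signal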
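Spleen homogenate 1 ug + cpd (titration) + 4-MU-alpha-D-galactopyranoside 1 mM; 37C 40 min; 50 mM citrate/phosphate pH 5.0, 0.01% Tween-20; stop pH 10; fluorescence 365/440; AC50 via Hill.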
Epigenetic derep: derepresses silenced GFP reporter in murine cells; murine LDR cells, GFP reporter derepression, 30 h; Potency, µM (series often up to 53.9 µM), for the others: at the top dose GFP activation, hits mostly activators; actives 0.2% (n = 280,000); AID 1865; note: % of control where 0% means no effect; nearly all actives have a fitted effect of over 60% in size
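Derepression of a silenced CMV-GFP reporter in murine LDR cells is scored by enumerating GFP-positive cells with a laser-scanning microplate cytometer after 30 hours of treatment at 37 C.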
GAA glycogen mod: GAA glycogen-cleavage inhibition or activation; recombinant GAA, glycogen substrate, Amplex Red glucose oxidase fluorescence; Potency, µM (doses to about 76.4 µM), for the others: at the top dose activity change, negative = inhibition, most hits filed as inhibitors; actives 0.38% (n = 300,000); AID 2100;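 note: 0% = full enzyme reaction and -100% = no-enzyme basal signal; the screen sought inhibitors and activators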
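Recombinant enzyme (4 nM final) with compounds titrated up to 77 uM and bovine liver glycogen (30 ug) in citrate pH 5.0, 0.01% Tween-20, 37 C 40 min. Released glucose detected by Amplex Red/glucose oxidase (Ex 573/Em 610); AC50 from Hill fits.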
ALDH1A1 block: inhibitors of human aldehyde dehydrogenase 1A1; Potency, µM (top dose mostly 75.3 µM), without a hit: at the top dose activity, negative = inhibition, hits mostly inhibitors; actives 7.3% (n = 220,000); P00352; Purified ALDH1A1, NADH fluorescence, propionaldehyde substrate; active = well fitted inhibition curve with a large enough effect, not every such curve was filed as active; inconclusive = small, poorly fitted or top-dose-only effect, or another doubt; inactive = no such curve, though single readings can be large or run the other way;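 note: plate controls were no enzyme wells and a reference inhibitor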
Target sequence (P00352 whole entry, looked up): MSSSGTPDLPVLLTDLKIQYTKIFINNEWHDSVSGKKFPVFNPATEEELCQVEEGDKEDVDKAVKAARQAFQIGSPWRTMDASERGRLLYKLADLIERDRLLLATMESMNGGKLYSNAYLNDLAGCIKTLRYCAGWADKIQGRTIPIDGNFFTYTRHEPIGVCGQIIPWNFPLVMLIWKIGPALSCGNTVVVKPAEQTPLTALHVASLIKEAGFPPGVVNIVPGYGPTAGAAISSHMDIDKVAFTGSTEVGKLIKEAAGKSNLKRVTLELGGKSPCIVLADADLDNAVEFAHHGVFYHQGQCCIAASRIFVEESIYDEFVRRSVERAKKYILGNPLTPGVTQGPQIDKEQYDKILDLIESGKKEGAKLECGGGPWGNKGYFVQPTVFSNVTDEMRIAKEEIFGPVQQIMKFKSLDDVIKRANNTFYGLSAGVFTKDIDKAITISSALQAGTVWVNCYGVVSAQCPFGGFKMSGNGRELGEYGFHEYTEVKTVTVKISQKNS
GAA inh: alpha-glucosidase (human) inhibition | P10253 | purified human GAA, 4-MU-alpha-glucoside fluorescence | Potency, µM (doses to about 76.9 µM), for inactives: top-dose activity change, negative = inhibition, usual class: inhibitors | actives 0.005% (n = 200,000);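 note: plate controls were uninhibited enzyme wells for no effect and no-enzyme background for full effect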
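Endpoint fluorogenic read: 20 min room-temperature reaction of 4 nM human alpha-glucosidase with 400 uM 4-methylumbelliferyl-alpha-D-pyranoside, pH 5.0, quenched with 1M NaOH/1M glycine pH 10. AC50 from Hill modeling.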
The depositor's hits bear a star; ? = inconclusive; / = not tested or not shown; [ ] = another dose, or the depositor's remark. Unless noted, calls come from the whole dose curve; as a rule, active = well fitted curve in the direction sought with a large enough effect; inconclusive = small, poorly fitted or top-dose-only effect, or another doubt; inactive = no such curve, though single readings can be large; an effect the other way counts as inactive or inconclusive. Potency is the fitted concentration of half-maximal effect. The list is partial; count on the stated rates, not on these rows.

SMILES	Tau fluor counter	NPSR antagonist	aGlu spleen mod	aGal spleen mod	Epigenetic derep	GAA glycogen mod	ALDH1A1 block	GAA inh
CCC(C)(C)NC(=O)CN(C(=O)c1csnn1)c1cccc2c1CCCC2	-1.2%	-5.5%	-0.6%	7.3%	-2.0%	-5.9%	10.8%	-7.0%
Cc1cccc(N(C(=O)CNC(=O)c2ccco2)C(C(=O)NC2CCCC2)c2ccncc2)c1 (stereo unspecified)	-1.2%	-0.3%[46.1 µM]	0.8%	-3.6%	-1.2%	2.7%	0.4%	-9.3%
CCCOc1ccccc1N/C(=N/c1nc(C)cc(C)n1)NC(=O)Nc1ccc(Cl)cc1	-26.7%	-18.1%[46.1 µM]	2.5%	2.2%	0.0%	0.3%	-0.6%	?
O=Cc1ccsc1B(O)O	-0.4%	/	11.6%	4.6%	-0.5%	/	0.7%	/
O=C(Nc1ccc(Br)cc1)c1ccco1	-12.1%	-2.6%[46.1 µM]	-11.9%	-17.1%	-2.5%	4.2%	12.2%	-0.7%
COc1cc(NS(=O)(=O)N2CCCC2)cc(OC)c1OC	-2.6%	10.0%[46.1 µM]	-17.6%	-13.1%	0.0%	-2.6%	3.0%	9.3%
CC(C)(C)NC(=O)c1ccc(NC(=O)C2COc3ccccc3O2)cc1 (stereo unspecified)	-1.8%	-9.9%[46.1 µM]	-8.3%	-9.1%	0.0%	-5.7%	6.6%	-5.8%
CO[C@H]1COC(=O)CCC[C@H](C)[C@H](OC)COC(=O)C/C=C\[C@@H]1C	-6.9%[11.6 µM]	/	4.1%[17.4 µM]	-6.9%[17.5 µM]	1.1%[10.1 µM]	/	6.4%[13.5 µM]	/
O=C(CCc1nnc(-c2ccccc2)o1)c1ccc(Cl)cc1	8.9%	-23.7%	-20.4%	-14.7%	2.1%	2.3%	9.4%	3.5%[15.4 µM]
O=C(Nc1ccc(-c2cnco2)cc1)c1ccccc1	-9.6%	-17.1%	-2.2%	-2.4%	2.2%	8.4%	?	0.4%
COc1ccc(C)cc1NC(=O)NCCC1=CCCCC1	-8.2%	-2.0%[46.1 µM]	-4.3%	4.8%	0.0%	-0.3%	-3.3%	-3.9%
Cc1ccc(C)c(NC(=S)NNC(=O)c2sccc2C)c1	-1.3%	5.0%[46.1 µM]	-3.1%	-1.7%	-0.7%	?	-1.8%	-4.0%
CN(C)CC(=O)N1c2ccccc2Sc2ccc(Cl)cc21	-6.9%	-0.8%	-11.9%	6.9%	4.6%	0.2%	2.4%	13.9%
O=C(CNC(=O)c1ccc(S(=O)(=O)N2CCCC2)cc1)N/N=C/c1ccccc1	5.1%	4.2%	4.1%	5.7%	-1.3%	0.0%	-8.1%	-12.6%
CCOC(=O)C1=C(C)NC(=O)C1CC(=O)Nc1ccccc1 (stereo unspecified)	0.1%	7.7%[46.1 µM]	0.9%	7.7%	-2.0%	-20.7%	23.7%	1.4%
O=C(Nc1nnc(CCS(=O)(=O)c2ccc3ccccc3c2)s1)c1cccs1	-0.6%	?	-11.3%	2.3%	-1.1%	15.8%	?	3.5%
CCOP(=O)(O)c1ccccc1OCCCCCOc1ccccc1P(=O)(O)OCC	6.1%	-3.2%[46.1 µM]	-3.3%	5.2%	0.0%	9.1%	4.6%	-9.4%
O=S(=O)(NC1CC1)c1ccc(S(=O)(=O)N2CCCc3ccccc32)cc1	-23.4%	-4.3%[7.67 µM]	-18.4%	6.7%	6.1%	-9.7%	?	?
Cc1cccc(C)c1NC(=O)Nc1ccccc1-n1ccnc1	7.2%	-9.8%	1.5%	-5.4%	1.1%	-3.2%	0.2%	/
O=C(COC(=O)c1ccc2c(c1)OCCO2)Nc1cccc(S(=O)(=O)N2CCOCC2)c1	-15.8%	-3.8%	-6.7%	3.4%	-1.4%	-1.6%	-14.3%	-3.8%
CCOC(=O)C1(CC2CCCCO2)CCN(Cc2cccnc2)CC1 (stereo unspecified)	2.2%	-9.7%	1.5%	6.9%	1.1%	15.5%	-1.6%	/
N#Cc1c(NC(=O)C2C3C=CC(C3)C2C(=O)O)sc2c1CCCCC2 (stereo unspecified)	-6.1%	-10.1%	-4.0%	-4.6%	1.1%	-2.6%	12.6µM*	14.8%
Cc1cc(Nc2nnnn2-c2ccccc2)n(-c2ccccc2)n1	-4.3%	-6.0%[46.1 µM]	-1.4%	8.8%	-0.9%	?	10.5%	-1.3%
COC(=O)[C@H](C)NC(=O)Nc1cc(Cl)ccc1C	-6.7%	4.4%[46.1 µM]	-6.0%	3.1%	-5.7%	4.1%	9.2%	-0.6%
Cc1csc(=O)n1CCC(=O)O	9.0%	-5.7%[46.1 µM]	0.5%	3.7%	-1.0%	-2.8%	2.7%	3.2%

(list continues)
SMILES	Tau fluor counter	NPSR antagonist	aGlu spleen mod	aGal spleen mod	Epigenetic derep	GAA glycogen mod	ALDH1A1 block	GAA inh
COc1ccccc1/C(C)=N/NC(=S)NCc1ccccc1	-17.1%	?	-1.2%	-1.3%	-0.1%	-21.7%	11.4%	0.6%
O=C(O)CCC(=O)NNC(=O)c1cccc(Br)c1	6.5%	15.2%	-4.0%	9.1%	0.0%	0.9%	3.2%	-0.4%
O=C(NC1CCCCC1)C(c1ccccc1)N(C(=O)c1cccs1)c1ccc2c(c1)OCO2 (stereo unspecified)	-0.6%	?	1.5%	2.2%	0.0%	5.2%	4.0%	3.2%
O=c1[nH]c2cc3c(cc2cc1CN(Cc1cccnc1)C(=S)NCc1ccco1)OCCO3	1.1%	42.1%	3.9%	8.7%	1.1%	-2.7%	26.4%	6.7%
O=C(Nc1ccc(O)cc1C(=O)O)c1ccc2c(c1)C(=O)N(Cc1ccco1)C2=O	-8.2%	-1.5%[46.1 µM]	-6.0%	-6.2%	0.0%	-10.0%	5.62µM*	-13.3%
Cc1ccsc1C(=O)N1CCC(N2CCC(C(=O)NCC3CCCO3)CC2)CC1 (stereo unspecified)	-6.1%	-5.2%	10.8%	-3.5%	0.1%	14.1%	-11.6%	6.8%
O=C(NCCc1ccccn1)c1cc(C(=O)C2CCCCC2)c[nH]1	-4.0%	?	-0.9%	6.5%	0.0%	-11.9%	?	-3.3%
CC(NC(=O)c1ccccc1F)C(=O)O (stereo unspecified)	8.7%	7.6%[46.1 µM]	2.3%	6.3%	-1.1%	3.5%	11.5%	9.7%
CCCCc1nnc(NC(=O)C(=O)OCC)s1	4.2%	8.7%	-2.1%	-4.6%	-1.3%	7.8%	?	11.2%
Clc1cccc(Cl)c1-c1nnc2cccc(Cl)n12	-1.2%	1.6%[46.1 µM]	-11.3%	-5.3%	-5.2%	5.0%	-2.0%	-1.7%
Cc1ccc(C)c(OCCCCn2cnc3ccccc3c2=O)c1	-8.8%	?	3.3%	1.2%	-2.1%	3.1%	2.6%	0.6%
COc1ccc(/C=N/Nc2nc(N3CCCC3)nc(N3CCCC3)n2)c(OC)c1OC	-4.8%	1.9%	-1.7%	5.9%	-1.0%	1.1%	?	-1.9%
CC(=O)N1CCc2cc(S(=O)(=O)NCCC(=O)NCCc3ccc(C)cc3)ccc21	2.6%	2.5%[46.1 µM]	-8.4%	14.1%	0.0%	0.6%	-3.3%	1.6%
N#Cc1c2n(c3c(=O)n(Cc4ccc(Cl)cc4)cnc13)CCCCC2	-19.7%	-19.4%[46.1 µM]	0.1%	-0.4%	2.0%	-9.0%	1.1%	-2.3%
COc1ccc(-n2cc(CNC(C)c3ccncn3)c(-c3cccc(F)c3)n2)cc1 (stereo unspecified)	11.2%	1.8%	0.4%	-3.2%	1.1%	20.3%	-4.0%	12.0%
O=C(N/N=C/c1ccc([N+](=O)[O-])cc1)c1ccc(COc2ccccc2-c2ccccc2)cc1	12.6µM*[quencher]	-32.5%	-2.1%	4.5%	-1.5%	-8.4%	3.1%	-2.0%
COc1ccccc1NC(=O)CN(c1ccc(C23CC4CC(CC(C4)C2)C3)cc1)S(C)(=O)=O	-22.8%	?	-10.4%	-1.1%	0.0%	-7.3%	1.2%	-0.2%
O=C(CCc1nc(-c2ccccc2F)no1)NCCc1ccccc1Cl	-10.5%	-13.3%[46.1 µM]	-3.2%	-6.3%	-0.9%	-5.0%	?	?

Pulled one by one from above, four records:
SMILES	Tau fluor counter	NPSR antagonist	aGlu spleen mod	aGal spleen mod	Epigenetic derep	GAA glycogen mod	ALDH1A1 block	GAA inh
O=C(N/N=C/c1ccc([N+](=O)[O-])cc1)c1ccc(COc2ccccc2-c2ccccc2)cc1	12.6µM*[quencher]	-32.5%	-2.1%	4.5%	-1.5%	-8.4%	3.1%	-2.0%
O=C(CCc1nnc(-c2ccccc2)o1)c1ccc(Cl)cc1	8.9%	-23.7%	-20.4%	-14.7%	2.1%	2.3%	9.4%	3.5%[15.4 µM]
CC(=O)N1CCc2cc(S(=O)(=O)NCCC(=O)NCCc3ccc(C)cc3)ccc21	2.6%	2.5%[46.1 µM]	-8.4%	14.1%	0.0%	0.6%	-3.3%	1.6%
CCOP(=O)(O)c1ccccc1OCCCCCOc1ccccc1P(=O)(O)OCC	6.1%	-3.2%[46.1 µM]	-3.3%	5.2%	0.0%	9.1%	4.6%	-9.4%

Screening results deposited in PubChem BioAssay by National Center for Advancing Translational Sciences (NCATS).
